Compound activity deposited in PubChem by National Center for Advancing Translational Sciences (NCATS).
ATXN2 expr inh: inhibitors of ATXN2 expression; hit rate 0.72% among 360,000; HEK-293 ATXN2-luciferase reporter, luminescence, 24 h; Potency, µM (series often up to 57 µM), inactives show at the highest dose activity change, negative = inhibition, actives largely listed as inhibitors; active = well fitted inhibition curve with a large enough effect; inconclusive = small, poorly fitted or top-dose-only effect; inactive = no such curve, though single readings can be large or run the other way; also: nearly all actives have a fitted effect of over 55% in size
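qHTS (up to 57 uM final) was run with 24 h compound exposure of reporter cells at 37 °C. Each well was multiplexed: SteadyGlo luminescence measured ATXN2-luciferase expression after a fluorogenic Gly-Phe-AFC viability readout (25 uM final).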
An asterisk follows results filed as active; ? = inconclusive; & = joins results of further samples; [ ] = dose if it differs, or a comment. % is scaled to controls: 0 for no effect and ±100 for the full control effect; potency is read from the fitted curve at half-maximal effect.

SMILES	ATXN2 expr inh
COCCNCCCn1c(C(=O)CF)c(-c2ccc(C)cc2)c2c(N)ncnc21	17.5%
C[C@]12CCC3c4ccc(O)cc4CCC3C1CCC2=O (stereo partly specified)	-5.3%
O=C(O)CCCCC(CCSCc1ccccc1)SCc1ccccc1 (stereo unspecified)	15.5%
COc1cc(C=CC(=O)CC(=O)C=Cc2ccc(O)c(OC)c2)ccc1O	?
Cn1c(=O)c(F)c(Nc2ccc(I)cc2F)c2c(=O)n(C[C@@H](O)CO)cnc21	-11.3%
Cc1ccc2c(c1)C(=O)[C@]1(O)CCN(c3ccccc3)C1=N2	?
CC=CCC=CCCC(=O)[C@H]1O[C@@H]1C(N)=O	6.5%
CC(=O)OCC(=O)[C@@]1(O)CC[C@H]2[C@@H]3CCC4=CC(=O)C=C[C@]4(C)[C@@H]3[C@@H](O)C[C@@]21C	-3.1%
CC[C@@]1([C@@H]2O[C@@H]([C@H]3O[C@@](O)(CO)[C@H](C)C[C@H]3C)C[C@H]2C)CC[C@H]([C@]2(C)CC[C@]3(C[C@H](O)[C@@H](C)[C@@H]([C@@H](C)[C@@H](OC)[C@H](C)C(=O)O)O3)O2)O1	?
C[C@@]12C[C@@]3(O)O[C@@H](O1)[C@]1(COC(=O)c4ccccc4)[C@@H]3C[C@@]12O[C@@H]1O[C@H](CO)[C@@H](O)[C@H](O)[C@@H]1O	5.0%
CC(C)CN(C[C@H](O)[C@H](Cc1ccccc1)NC(=O)O[C@H]1CCOC1)S(=O)(=O)c1ccc(N)cc1	-3.3%
O=C1NC(=O)C(=Cc2ccc3nccnc3c2)S1	5.5%[25.6 µM]
CCN(C(=O)c1c(O)c2c(Cl)cccc2n(C)c1=O)c1ccccc1	-11.2%
Cn1cc(CNCC2CCN(c3ncc(C(=O)NO)cn3)CC2)c2ccccc21	60.6%[activator]
COc1ccc(-c2cc(=O)c3c(O)cc(O)cc3o2)cc1O	24.0%
CNC(=O)c1ccc2c(C(=Nc3cccc(CN(C)C)c3)c3ccccc3)c(O)[nH]c2c1	?
C#C[C@]1(O)CC[C@@H]2[C@@H]3CCc4cc(O)ccc4[C@H]3CC[C@@]21C	-16.3%
COc1cc(C(=O)N2CCC(N3CCN(C)CC3)CC2)ccc1Nc1ncc2c(n1)N(C)c1ccccc1C(=O)N2C	35.5%[activator]
CC(C)(C)OC(=O)CN(Cc1ccc(Cl)cc1)Cc1ccc([N+](=O)[O-])s1	-18.9%
COc1ccc2nc3cc(Cl)ccc3c(Nc3cc(CN4CCCC4)c(O)c(CN4CCCC4)c3)c2n1	?
Cc1nn(Cc2ccccc2Cl)c(C)c1CN(C)CC(O)COc1ccc(Cl)cc1 (stereo unspecified)	?
Cc1cc(NC(=O)Nc2ccc(N(C)C)cc2)c2cc(F)cc(F)c2n1	?
NC(=O)c1noc([C@H](CCCC2CCCCC2)CC(=O)NO)n1	?
C[C@H](NC(=O)C(=O)Nc1ccccc1C(C)(C)C)C(=O)N[C@@H](CC(=O)O)C(=O)COc1c(F)c(F)cc(F)c1F	-0.3%
CC(C)(O)Cn1c(NC(=O)c2ccc(-c3cn[nH]c3)s2)nc2cc(CN3CCOCC3)ccc21	6.11µM*
NS(=O)(=O)c1cccc2c1C(=O)c1cccc(O)c1C2=O	3.06µM*
COc1cc(Nc2ncc(F)c(Nc3ccc4c(n3)NC(=O)C(C)(C)O4)n2)cc(OC)c1OC	25.8%
CC(=O)O[C@H]1C(=O)[C@@]2(C)C([C@H](OC(=O)c3ccccc3)[C@]3(O)C[C@H](OC(=O)[C@H](O)[C@@H](NC(=O)c4ccccc4)c4ccccc4)C(C)=C1C3(C)C)[C@]1(OC(C)=O)CO[C@@H]1C[C@@H]2O (stereo partly specified)	?
Cc1cc(C(=O)NOCCO)c(Nc2ccc(I)cc2F)n(C)c1=O	-4.7%
COc1cccc(Nc2c(C(N)=O)cnc3c(C)cc(S(=O)(=O)c4cccc(C(=O)N(C)C)c4)cc23)c1	-13.9%[25.6 µM]
C[C@@H](Oc1cc(-c2cnn(C3CCNCC3)c2)cnc1N)c1c(Cl)ccc(F)c1Cl	?
COc1ccc2c3n(c(=NC(=O)c4cccnc4)nc2c1OC)CCN3	?
COc1cc(OC2CCN(C)CC2)ccc1Nc1ncc2c(n1)n(C1CCCC1)c(=O)n2C	17.8%
Nc1nc(NCCNc2ncc(-n3ccnc3)c(-c3ccc(Cl)cc3Cl)n2)ccc1[N+](=O)[O-]	?
N#Cc1ccc(COC[C@H]2O[C@@H](n3c(NCc4ccc(Cl)c(Cl)c4)nc4c(N)ncnc43)[C@@H](O)[C@@H]2O)cc1	?
CCN1CCN(CC(=O)Nc2ccc(-c3cccc4c(=O)cc(N5CCOCC5)oc34)c3sc4ccccc4c23)CC1	-14.7%
CC[C@@H]1C(=O)N(C)c2cnc(Nc3ccc(C(=O)NC4CCN(C)CC4)cc3OC)nc2N1C1CCCC1	-6.1%
CN(CC=CC#CC(C)(C)C)Cc1cccc2ccccc12	-14.8%
CN1c2ccccc2C(=O)N2CCc3c([nH]c4ccccc34)C21 (stereo unspecified)	?
CCC[C@H](NC(=O)C(C#N)=Cc1cccc(Br)n1)c1ccccc1	10.9µM*
Cc1cc(Nc2cc(NC(=O)c3c(Cl)cccc3Cl)ccn2)nc(N)n1	7.69µM*
Cc1ccc(CN2CCNCC2)cc1NC(=O)CNc1ccc(F)c(F)c1	?
CCCCCNC(=O)N1CCC(CN(Cc2ccc(Cl)cc2)Cc2ccc([N+](=O)[O-])s2)C1 (stereo unspecified)	27.3µM*
CCCCn1c(=O)n(Cc2ccccc2F)c(=O)c2[nH]c(Cc3ccc(NC(C)=O)cc3)nc21	?
CC(=O)NC[C@H]1CN(c2ccc(N3CCOCC3)c(F)c2)C(=O)O1	2.4%
CCn1nnc2c(N3CCOCC3)nc(-c3ccc(NC(=O)Nc4ccc(C(=O)N5CCN(C)CC5)cc4)cc3)nc21	?
CC(C=CC1=C(C)CCCC1(C)C)=CC=CC(C)=CC(=O)O	-17.4%&55.9%
Cc1c(-c2cccc3c(CCCOc4cccc5ccccc45)c(C(=O)O)n(Cc4cccnc4)c23)c(COc2ccc(N3CCN([S+](=O)([O-])N(C)C)CC3)cc2)nn1C	?
C=C1C(=CC=C2CCC[C@]3(C)[C@@H]([C@H](C)CCCC(C)(C)O)CC[C@@H]23)C[C@@H](O)C[C@@H]1O	35.4%[activator]
CCCCCN(CCC12CC3CC(CC(C3)C1)C2)C(=O)NCCCc1ccncc1	?
NC1(C(=O)N[C@@H](CCO)c2ccc(Cl)cc2)CCN(c2ncnc3[nH]ccc23)CC1	?
FC(F)c1nc2ccccc2n1-c1nc(N2CCOCC2)nc(N2CCOCC2)n1	?
CS(=O)(=O)c1cccc(CNc2nc(Nc3ccc4c(c3)CCC(=O)N4)ncc2C(F)(F)F)c1	?
COc1cc2c(Nc3ccc(Cl)c(Cl)c3F)ncnc2cc1OCC1C[C@@H]2CN(C)C[C@H]2C1	30.6µM*
CS(=O)(=O)Oc1ccc2c(NC(N)=O)c(C(=O)c3ccc(Cl)cc3Cl)oc2c1	118.8%[activator]
Cc1ccc(NC(=O)c2cccc(C(C)(C)C#N)c2)cc1Nc1ccc2ncn(C)c(=O)c2c1	?
CC(O)(C#Cc1ccc2c(c1)N(c1nc(N)ncc1Cl)CC2)c1nccs1 (stereo unspecified)	-16.7%
CC[C@H](C=C[C@@H](C)[C@H]1CC[C@H]2[C@@H]3CC=C4C[C@@H](O)CC[C@]4(C)[C@@H]3CC[C@]12C)C(C)C	-2.3%[25.6 µM]
C[N+]1(C)[C@@H]2C[C@@H](OC(=O)C(O)(c3cccs3)c3cccs3)C[C@H]1[C@@H]1O[C@@H]12	2.5%
Cn1cc(C=C2C(=O)Nc3cccnc32)c2ccccc21	15.9%

(list continues)
SMILES	ATXN2 expr inh
Cn1c(N2CCCCS2(=O)=O)nc(C(=O)NCc2ccc(F)cc2)c(O)c1=O	-3.2%
O=C(O)C=Cc1ccc(O)c(O)c1	?
COc1cc2c(cc1OC)CN(CCc1ccc(NC(=O)c3cc(OC)c(OC)cc3NC(=O)c3cnc4ccccc4c3)cc1)CC2	-26.1%
CC(C)(C)OC(=O)Nc1ccc(-c2cc(C(=O)NCCCCCCC(=O)NO)no2)cc1	39.2%[activator]
COC(=O)N[C@H](C(=O)N1CCC[C@@H]1c1ncc(-c2ccc(-c3ccc(-c4cnc([C@@H]5CCCN5C(=O)[C@@H](NC(=O)OC)C(C)C)[nH]4)cc3)cc2)[nH]1)C(C)C	?
O=[N+]([O-])c1cn2c(n1)OC[C@@H](OCc1ccc(OC(F)(F)F)cc1)C2	?
Cc1nc(NC(=O)N2CCC[C@@H]2C(N)=O)sc1-c1csc(C(C)(C)C)n1	?
Cc1cccc2c1CC[C@H](CN1CCC(c3c(Cl)cccc3Cl)CC1)C[C@@H]2O	-24.3%
Oc1ccc(C2CCN(c3ccnc4ccccc34)CC2)cc1O	18.5%
CNC(=O)c1ccc(-c2cnc3ncc(Cc4ccc5ncccc5c4)n3n2)cc1F	19.6%
CCC[C@H]1C[C@H](C(=O)N[C@@H]([C@@H]2O[C@@H](SC)[C@@H](O)[C@@H](O)[C@@H]2O)[C@H](C)Cl)N(C)C1	-2.2%
N#Cc1c(C2CCNCC2)cc(-c2c(O)cccc2OCC2CC2)nc1N	?
CCc1ccc(C(=O)Nc2cc(CN3CCN(C)CC3)cc(C(F)(F)F)c2)cc1C#Cc1cnc2ccnn2c1	24.3µM*
O=C1c2ccccc2-[n+]2ccc3c([nH]c4ccccc43)c21	2.73µM*
O=c1cc(-c2cccc3c2Sc2ccccc2S3)oc(N2CCOCC2)c1	-28.6%
Nc1ncnc2ccccc12	-8.6%
COc1cc(C[C@@H](CO)[C@H](CO)Cc2ccc(O)c(OC)c2)ccc1O	9.7%
NC(=O)c1ncn([C@@H]2O[C@H](CO)[C@@H](O)[C@@H]2O)c1O	6.4%
CC(C)(C)[C@H](NC(=O)c1ccc(N)c(Cl)c1)C(=O)N1CCC[C@@H]1C(=O)N[C@H](C#N)CC(=O)O	-1.7%[5.55 µM]
CCNC(=O)CCCC=CC[C@@H]1[C@H](C=CC(O)CCc2ccccc2)[C@@H](O)C[C@@H]1O (stereo partly specified)	-2.6%
Cc1ccc(/C=N/NC(=O)c2ccccc2Oc2ccccc2)o1	?
N#Cc1c(O)c2c(-c3ccc(-c4ccccc4O)cc3)csc2[nH]c1=O	-9.0%
COc1cc(N2CCN(C)CC2)ccc1Nc1nc(N)c(C(=O)c2c(Cl)cccc2Cl)s1	?
CCOC(=O)[C@@H](N)CCC(=O)N[C@@H](CSCc1ccccc1)C(=O)N[C@@H](C(=O)OCC)c1ccccc1	-2.0%
COc1ccccc1-c1cccc(-c2c(O)c3cc(C#N)c(Cl)cc3[nH]c2=O)c1	?
Cc1cccc(-c2[nH]ncc2-c2ccc3ncccc3n2)n1	5.6%

Molecules listed so far with fluorine, in the order listed:
SMILES	ATXN2 expr inh
COCCNCCCn1c(C(=O)CF)c(-c2ccc(C)cc2)c2c(N)ncnc21	17.5%
Cn1c(=O)c(F)c(Nc2ccc(I)cc2F)c2c(=O)n(C[C@@H](O)CO)cnc21	-11.3%
Cc1cc(NC(=O)Nc2ccc(N(C)C)cc2)c2cc(F)cc(F)c2n1	?
C[C@H](NC(=O)C(=O)Nc1ccccc1C(C)(C)C)C(=O)N[C@@H](CC(=O)O)C(=O)COc1c(F)c(F)cc(F)c1F	-0.3%
COc1cc(Nc2ncc(F)c(Nc3ccc4c(n3)NC(=O)C(C)(C)O4)n2)cc(OC)c1OC	25.8%
Cc1cc(C(=O)NOCCO)c(Nc2ccc(I)cc2F)n(C)c1=O	-4.7%
C[C@@H](Oc1cc(-c2cnn(C3CCNCC3)c2)cnc1N)c1c(Cl)ccc(F)c1Cl	?
Cc1ccc(CN2CCNCC2)cc1NC(=O)CNc1ccc(F)c(F)c1	?
CCCCn1c(=O)n(Cc2ccccc2F)c(=O)c2[nH]c(Cc3ccc(NC(C)=O)cc3)nc21	?
CC(=O)NC[C@H]1CN(c2ccc(N3CCOCC3)c(F)c2)C(=O)O1	2.4%
FC(F)c1nc2ccccc2n1-c1nc(N2CCOCC2)nc(N2CCOCC2)n1	?
CS(=O)(=O)c1cccc(CNc2nc(Nc3ccc4c(c3)CCC(=O)N4)ncc2C(F)(F)F)c1	?
COc1cc2c(Nc3ccc(Cl)c(Cl)c3F)ncnc2cc1OCC1C[C@@H]2CN(C)C[C@H]2C1	30.6µM*
Cn1c(N2CCCCS2(=O)=O)nc(C(=O)NCc2ccc(F)cc2)c(O)c1=O	-3.2%
O=[N+]([O-])c1cn2c(n1)OC[C@@H](OCc1ccc(OC(F)(F)F)cc1)C2	?
CNC(=O)c1ccc(-c2cnc3ncc(Cc4ccc5ncccc5c4)n3n2)cc1F	19.6%
CCc1ccc(C(=O)Nc2cc(CN3CCN(C)CC3)cc(C(F)(F)F)c2)cc1C#Cc1cnc2ccnn2c1	24.3µM*

Only part of the results is shown; count on the stated rates, not on these rows.
